Mcl1 Noxa PPI: Mcl-1/Noxa binding inhibitors, primary screen, biochemical, TR-FRET, 1536-well; actives 1.5% (n = 220,000); TR-FRET Mcl-1/Noxa peptide binding, 2 h; Induced myeloid leukemia cell differentiation protein Mcl-1 (Homo sapiens), Q07820; AID 1022, 2008; inhibition, % at 21.7 µM;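 active = compounds that cut the protein-peptide binding signal by more than 50% relative to plate controls in a single-dose test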;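 note: His-tagged Mcl-1 with rhodamine Noxa BH3 peptide and terbium anti-His antibody; 0% = Mcl-1 plus Noxa peptide wells and 100% = peptide-only wells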
Target sequence (Q07820 whole entry, looked up): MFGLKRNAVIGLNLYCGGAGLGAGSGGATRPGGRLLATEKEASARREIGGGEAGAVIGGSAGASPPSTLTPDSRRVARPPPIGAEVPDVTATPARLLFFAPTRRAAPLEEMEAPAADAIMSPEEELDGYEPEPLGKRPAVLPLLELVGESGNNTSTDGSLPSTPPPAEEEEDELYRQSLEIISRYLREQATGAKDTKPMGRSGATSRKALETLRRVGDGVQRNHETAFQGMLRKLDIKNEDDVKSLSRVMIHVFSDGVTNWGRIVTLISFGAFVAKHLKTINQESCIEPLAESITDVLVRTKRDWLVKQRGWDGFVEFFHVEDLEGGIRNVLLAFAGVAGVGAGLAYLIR
Pf gametocyte: late stage P. falciparum gametocyte viability inhibitors, primary screen, ATP luminescence, HTS | P. falciparum stage V gametocytes, 24 h | inhibition, % at 10.9 µM | actives 0.065% (n = 150,000) | AID 743093, 2013;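 active = inhibition above the mean plus 3 SD of compounds within the control limits, set per campaign, cut at about 38% in these data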;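 note: 0% = DMSO wells and 100% = medium only without gametocytes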
Mcl1-Bid inh: Mcl-1/Bid binding inhibitors, primary screen, biochemical, TR-FRET, 1536-well; Induced myeloid leukemia cell differentiation protein Mcl-1 (Homo sapiens), Q07820; TR-FRET Mcl-1/Bid-Dy647 peptide binding; inhibition, % at 21.7 µM; actives 0.97% (n = 220,000); AID 1021, 2008;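 active = compounds that cut the binding signal by more than half at the single screening dose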;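 note: His-tagged Mcl-1 with europium anti-His antibody binding Bid BH3 peptide; 0% = Mcl-1 plus peptide wells and 100% = peptide-only wells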
RGS8-Gao: RGS8-Galphao binding modulators, primary screen, biochemical, multiplexed bead flow cytometry; Guanine nucleotide-binding protein G(o) subunit alpha (Homo sapiens), P09471; response (percent of control binding), % at 10 µM; actives 0.34% (n = 220,000); actives lie on both sides; in the data active = response below about 60% or above about 140%; inactive = in between;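 note: Galphao activated as the GDP aluminium fluoride complex binding bead-coupled RGS8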
ABCB1 inh: ABCB1 efflux pump inhibitors, primary screen, cell-based, multiplex, flow cytometry, ABCG2 counter-screen. CCRF-Adr cells, JC-1 efflux. inhibition, % at 6.6 µM. actives 0.067% (n = 190,000). AID 1326, 2008; in the data active = inhibition above about 40%;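 note: 0% = vehicle and 100% = reference inhibitor; higher value means more JC-1 retained so stronger ABCB1 efflux block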
RGS4-Gao reg: modulators of RGS4 binding to Galphao, primary screen, biochemical, multiplexed bead flow cytometry; Guanine nucleotide-binding protein G(o) subunit alpha (Homo sapiens), P09471; actives lie on both sides; binding response (% of control), % at 10 µM; actives 0.33% (n = 220,000); in the data active = binding response below about 49% or above about 150%; inactive = in between;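 note: fluorescent Galphao activated with aluminum fluoride binding bead-coupled RGS4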
Avidin fluor: green autofluorescence of compounds with avidin beads – biophysical, 488/530 nm, flow cytometry, artefact control, profiling panel | actives 0.38% (n = 220,000) | AID 1775, 2009 | fluorescence (KMESF) at 10 µM | compound fluorescence 488/530 nm; active compounds read high; in the data active = fluorescence above about 47; note: inactives centre near 10
RGS7-Gao reg: RGS7-Galphao binding modulators, primary screen, biochemical, multiplexed bead flow cytometry; binding response (% of control), % at 10 µM; AID 1439, 2008; actives 0.35% (n = 220,000); Guanine nucleotide-binding protein G(o) subunit alpha (Homo sapiens), P09471; actives lie on both sides; in the data active = binding response below about 49% or above about 150%; inconclusive = no clear call, values can overlap the other calls; inactive = in between;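 note: fluorescent Galphao held in activated GDP-AlF4 state binding bead-coupled RGS7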
ABCG2 inh: ABCG2 efflux pump inhibitors, primary screen, multiplex with ABCB1, IgMXP3 cells, flow cytometry; inhibition, % at 6.6 µM; JC-1 efflux; Broad substrate specificity ATP-binding cassette transporter ABCG2 (Homo sapiens), Q9UNQ0; actives 0.1% (n = 190,000); AID 1325, 2008;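 active = inhibition above 80%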;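 note: 0% = DMSO and 100% = nicardipine control wells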
Target sequence (Q9UNQ0 whole entry, looked up): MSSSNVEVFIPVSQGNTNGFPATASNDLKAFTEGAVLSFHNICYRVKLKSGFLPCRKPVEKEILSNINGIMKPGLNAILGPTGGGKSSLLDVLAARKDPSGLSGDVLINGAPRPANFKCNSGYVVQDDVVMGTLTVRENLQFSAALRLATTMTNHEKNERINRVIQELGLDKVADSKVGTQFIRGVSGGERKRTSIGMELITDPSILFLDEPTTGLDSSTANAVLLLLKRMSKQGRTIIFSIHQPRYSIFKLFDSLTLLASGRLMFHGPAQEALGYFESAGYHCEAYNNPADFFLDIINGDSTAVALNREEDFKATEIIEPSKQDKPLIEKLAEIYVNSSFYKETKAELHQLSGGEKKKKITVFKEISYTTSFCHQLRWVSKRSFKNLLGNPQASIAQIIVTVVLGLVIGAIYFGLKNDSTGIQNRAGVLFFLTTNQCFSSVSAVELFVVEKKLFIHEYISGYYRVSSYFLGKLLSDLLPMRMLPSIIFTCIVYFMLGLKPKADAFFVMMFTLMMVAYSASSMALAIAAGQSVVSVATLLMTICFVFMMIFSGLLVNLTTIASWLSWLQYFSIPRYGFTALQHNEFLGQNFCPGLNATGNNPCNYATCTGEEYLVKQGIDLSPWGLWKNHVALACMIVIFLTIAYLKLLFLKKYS
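Incubation: cells with compound and JC-1, 10 min at 25 °C, rotating, no wash / Test system: IgMXP3 (ABCG2) plus far-red-tagged CCRF-Adr (ABCB1) cells / Compound dosing: one concentration, 6.6 µM final / Also added: JC-1 fluorescent substrate / Evaluation: efflux inhibition in percent versus controls / Detection: flow cytometry, 530 nm JC-1 signal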
GSH fluor: compound fluorescence on glutathione beads, profiling panel, artefact control, biophysical, 488/530 nm, flow cytometry; GSH beads flow cytometry, compound fluorescence 488/530 nm; active compounds read high; fluorescence (KMESF) at 10 µM; actives 0.25% (n = 190,000); in the data active = fluorescence above about 89;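 note: glutathione beads carrying GST-tagged Bcl family fusion proteins plus one bare bead set; values are compound well signal with DMSO vehicle wells as background; inactives centre near 16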
Mcl-1 Bim block: inhibitors of Bim peptide binding to Mcl-1, primary screen, biochemical, bead-based flow cytometry, multiplex. Induced myeloid leukemia cell differentiation protein Mcl-1 (Homo sapiens), Q07820. Bim peptide-Mcl-1 binding. inhibition, % at 10 µM. actives 0.1% (n = 190,000). AID 1009, 2008; in the data active = inhibition above about 40%;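 note: 0% = no compound tracer wells and 100% = peptide blocker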
* hit, by the source's call; u = inconclusive; x = not tested or not shown; [ ] = dose if it differs, or a comment.

SMILES	Mcl1 Noxa PPI	Pf gametocyte	Mcl1-Bid inh	RGS8-Gao	ABCB1 inh	RGS4-Gao reg	Avidin fluor	RGS7-Gao reg	ABCG2 inh	GSH fluor	Mcl-1 Bim block
CCO[C@@H]1OC(C(=O)N2CCOCC2)=C[C@H](c2cn(C(C)=O)c3ccccc23)[C@H]1CCCO	-6	x	-19	100	0.7	103	7	103	2	21	-1
O=C(CN1CCCCC1)Nc1ccccc1-c1ccccc1	11	x	-15	159*[activator]	0.4	144	4	125	3	48	-4
Cc1ccc(S(=O)(=O)NCC2CCC(C(=O)NCc3ccccn3)CC2)cc1 (stereo unspecified)	15	11	-3	102	1.0	104	10	100	10	12	-1
CCCCn1c(-c2cccnc2)n[nH]c1=S	17	3	-47	103	0.1	102	26	106	1	14	-4
O=C(Nc1ccc(Br)cc1)C1CCN(C(=O)c2ccc(F)cc2)CC1	35	x	-8	100	0.5	105	7	102	2	9	-3
CC1(C)Cc2c(c(N3CCOCC3)nc3sc4c(NCc5ccco5)nnnc4c23)CS1	5	x	-8	98	1.1	97	9	100	1	20	0
CN1CCN2c3ccccc3Cc3ccccc3C2C1 (stereo unspecified)	8	x	3	103	0.2	99	5	98	1	19	-3
CCN(c1ccccc1)S(=O)(=O)c1ccc(OC)c(NC(=O)C2CC(=O)N(Cc3ccccc3)C2)c1 (stereo unspecified)	3	-8	-25	103	x	106	13	u	x	x	x
Cc1cc(N2CCOCC2)nc2ccc(NC(=O)CCC(=O)N3CCCCC3)cc12	3	19	17	106	0.0	102	32	99	0	13	0
Cc1ccc(S(=O)(=O)N2CCN(c3nccnc3C#N)CC2)cc1	3	-23	-13	104	x	110	7	u	x	x	x
CCCn1c2c(c(O)c(C(=O)NC)c1=O)CCCC2	12	x	-14	103	0.1	104	21	103	1	11	0
CCOc1ccc(-c2cn(CCC#N)cn2)cc1	-9	x	-76	98	1.1	97	27	96	3	11	3
Cc1cc(NC(=O)CS(=O)(=O)Cc2ccccc2)no1	8	-18	-27	103	0.1	105	9	u	0	26	-3
CC(C)CCc1noc(CN(C)CCC2CCOCC2)n1	-13	-7	-36	100	x	93	4	u	x	x	x
CCCCC(=O)NC1(C(F)(F)F)C(=O)Nc2c1c(=O)n(C)c(=O)n2C (stereo unspecified)	-13	x	-20	103	0.3	103	11	103	1	8	1
COC(=O)c1ccc(Oc2nc(Nc3ccccc3)nc(N(C)C)n2)cc1	15	x	-9	99	1.4	99	5	98	11	29	0
CCN(CC)S(=O)(=O)c1ccc(O)c(NS(=O)(=O)c2ccccc2F)c1	-6	-8	-53	99	-0.4	96	4	113	-7	8	-11
COc1cc(C=O)ccc1Oc1nnnn1-c1ccc(C(N)=O)cc1	-13	x	3	101	0.2	101	15	102	2	21	-3
NC(=O)CSc1nnc(-c2ccc(O)cc2)n1Cc1ccco1	4	x	-13	x	-0.3	x	x	x	0	9	2
C=CCNC(=O)/C(C#N)=C/c1ccc2c(c1)OCCO2	5	8	7	100	0.9	102	7	97	5	11	1
O=[N+]([O-])c1cc(C(F)(F)F)cc([N+](=O)[O-])c1Sc1n[nH]c(C(F)(F)F)n1	6	8	0	97	x	98	7	u	x	x	x
O=C(CSc1nc2ccccc2n1CC(=O)N1CCCC1)Nc1nccs1	6	x	-20	103	-0.2	97	5	101	8	11	2
Cc1ccc(Nc2c(F)c(F)c(F)c(F)c2C(=O)O)c(C)c1	20	x	-13	99	-0.2	100	19	95	-1	9	-2
Nc1nc2c(s1)CCCCCCCCCC2	3	-9	-28	94	x	87	6	x	x	x	x
O=C(Nc1cc(Cl)cc(Cl)c1)c1cccc(OC(F)F)c1	-1	x	-2	105	0.8	98	6	98	4	33	-1

Of the compounds above, these contain fluorine.
SMILES	Mcl1 Noxa PPI	Pf gametocyte	Mcl1-Bid inh	RGS8-Gao	ABCB1 inh	RGS4-Gao reg	Avidin fluor	RGS7-Gao reg	ABCG2 inh	GSH fluor	Mcl-1 Bim block
O=C(Nc1ccc(Br)cc1)C1CCN(C(=O)c2ccc(F)cc2)CC1	35	x	-8	100	0.5	105	7	102	2	9	-3
CCCCC(=O)NC1(C(F)(F)F)C(=O)Nc2c1c(=O)n(C)c(=O)n2C (stereo unspecified)	-13	x	-20	103	0.3	103	11	103	1	8	1
CCN(CC)S(=O)(=O)c1ccc(O)c(NS(=O)(=O)c2ccccc2F)c1	-6	-8	-53	99	-0.4	96	4	113	-7	8	-11
O=[N+]([O-])c1cc(C(F)(F)F)cc([N+](=O)[O-])c1Sc1n[nH]c(C(F)(F)F)n1	6	8	0	97	x	98	7	u	x	x	x
Cc1ccc(Nc2c(F)c(F)c(F)c(F)c2C(=O)O)c(C)c1	20	x	-13	99	-0.2	100	19	95	-1	9	-2
O=C(Nc1cc(Cl)cc(Cl)c1)c1cccc(OC(F)F)c1	-1	x	-2	105	0.8	98	6	98	4	33	-1

Other structures follow.
SMILES	Mcl1 Noxa PPI	Pf gametocyte	Mcl1-Bid inh	RGS8-Gao	ABCB1 inh	RGS4-Gao reg	Avidin fluor	RGS7-Gao reg	ABCG2 inh	GSH fluor	Mcl-1 Bim block
CN1CCN(C(=O)c2ccccc2NC(=O)C(C)(C)C)CC1	-1	x	-9	100	0.7	96	18	99	-1	12	-2
CSc1ccccc1C(=O)NCc1ccccc1C	-41	x	-8	98	-0.1	99	9	u	2	13	0
Cc1cc(C)c(NS(=O)(=O)c2ccc(NC(=O)c3cccs3)cc2)c(C)c1	-1	17	-16	94	0.0	99	4	100	4	20	-6
Cc1ncccc1C(=O)N1CCCC(CNC(=O)c2ccc(-c3ccccc3)cc2)C1 (stereo unspecified)	15	2	-5	101	0.1	101	9	102	1	9	-2
CC1CCN(S(=O)(=O)c2ccccc2[N+](=O)[O-])CC1	0	4	-18	104	0.4	102	5	104	6	13	-2
Cc1ccc(-n2c(C)cc(C(=S)N3CCOCC3)c2C)cc1C	-9	22	-33	98	0.6	99	7	99	2	14	1
N#Cc1cccc(NC(=O)c2ccccc2C(=O)O)c1	-2	11	9	101	0.9	103	11	98	5	17	0
Cc1ccc2c(c1)CCCN2C(=O)c1ccc2c(c1)OCO2	15	x	9	102	0.3	100	13	102	1	31	-3
C#CCNC(=O)C1=C[C@H](c2ccccc2)[C@@H](CCCO)[C@H](OCC)O1	-22	x	-2	97	-0.3	100	5	102	-1	18	0
CCCN1C(=O)/C(=C/c2nc3ccccc3c(=O)[nH]2)c2ccccc21	44	-24	42	101	1.6	100	16	104	10	11	-5
Clc1ccc(-n2ncc3c(N4CCCC4)ncnc32)cc1	8	-7	-20	104	-0.1	105	12	106	1	16	4
CCCCCCOC(=O)C(C#N)c1nc2ccccc2nc1N1CCN(C)CC1 (stereo unspecified)	53*	7	-14	95	4.8	90	37	90	8	16	-1
C[C@@H](C(=O)N1CCN(C(=O)OC(C)(C)C)CC1)n1cc(CCCN=C(NC(=O)OC(C)(C)C)NC(=O)OC(C)(C)C)nn1	6	-17	6	104	3.8	101	5	98	10	20	3
COc1ccnc(NCc2ccc(Cl)cc2)c1C#N	1	x	-2	99	0.6	103	19	100	4	19	0
Cc1ccc2[nH]c(=O)c(CNS(=O)(=O)c3ccccc3)c(-c3ccccc3)c2c1	21	x	-6	101	1.3	105	14	101	4	12	-3
CC(NC(=O)CN1C(=O)COc2ccccc21)c1ccccc1 (stereo unspecified)	-5	10	-1	99	0.7	99	4	101	1	29	0
O=C(Nc1ccc(N2CCN(C(=O)c3ccccc3)CC2)cc1)c1ccc(Br)o1	-3	x	-38	100	0.3	100	8	96	0	9	0
CN(C)C(=O)c1ccc(NC(=O)COc2ccc([N+](=O)[O-])cc2)cc1	29	-18	-18	101	1.2	101	8	101	17	25	-7
CCc1nc(SCC(=O)Nc2ccc(C(=O)O)cc2)n[nH]1	15	x	-2	98	0.4	100	5	102	2	21	1
Fc1ccc(-c2noc(-c3ccc4c(c3)CCO4)n2)cc1	0	7	-12	102	x	103	6	u	x	x	x
COc1ccc(NC(=O)c2nc[nH]c2C(=O)N2CCN(c3ccccc3)CC2)cc1	-20	x	-89	101	x	96	9	u	x	x	x
Clc1ccccc1-c1nnc(CNC2CC2)o1	5	-24	-2	99	-0.2	99	10	96	0	20	0
COc1ccccc1-n1cnnc1SCC(=O)Nc1ncc(Cl)cc1Cl	-19	x	-27	99	0.0	99	33	99	1	46	1
COc1ccc(N2C(=O)CC(NNc3ncc(Cl)cc3Cl)C2=O)cc1 (stereo unspecified)	-23	2	-41	99	0.8	99	11	99	8	9	0
CCOC(=O)c1cc(CO)cc(C(=O)OCC)c1	2	-15	-5	100	x	102	6	u	x	x	x
CCOC(=O)Cc1cnc(NC(=O)CSc2nc(C)c(CC)c(=O)[nH]2)s1	10	14	1	103	0.5	102	9	101	5	14	0
CCOC(=O)c1c(-c2cccc(N)c2)cn2ccccc12	9	-14	-44	104	0.1	94	20	96	2	8	0
CCOc1ccccc1NC(=O)CSc1nnnn1Cc1ccccc1	11	x	-11	112	1.5	100	12	100	8	25	0

Ordered by SMILES length (descending): 3 of the compounds above.
SMILES	Mcl1 Noxa PPI	Pf gametocyte	Mcl1-Bid inh	RGS8-Gao	ABCB1 inh	RGS4-Gao reg	Avidin fluor	RGS7-Gao reg	ABCG2 inh	GSH fluor	Mcl-1 Bim block
C#CCNC(=O)C1=C[C@H](c2ccccc2)[C@@H](CCCO)[C@H](OCC)O1	-22	x	-2	97	-0.3	100	5	102	-1	18	0
CCc1nc(SCC(=O)Nc2ccc(C(=O)O)cc2)n[nH]1	15	x	-2	98	0.4	100	5	102	2	21	1
CCOc1ccccc1NC(=O)CSc1nnnn1Cc1ccccc1	11	x	-11	112	1.5	100	12	100	8	25	0
